Source: PubChem
Tb PFK inh: inhibitors of T. brucei phosphofructokinase. AID 485367. 0.17% of 330,000 active. Potency, µM (top dose mostly 57.5 µM), inactives show at the highest dose activity, negative = inhibition, usual class: inhibitors. T. brucei PFK, ADP-Glo luminescence;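 further: potency means the concentration at half of the fitted maximal effect; 0% = uninhibited 1x PFK enzyme wells and -100% = no-enzyme wells; nearly all actives have a fitted effect of over 60% in size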
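Compounds were pin-transferred as a titration series up to 57 uM into substrate buffer (0.5 mM F6P, 0.1 mM ATP, pH 8.0), then 1.25 nM PFK was added and reactions ran 45 min before ADP-Glo detection.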
Integrin act MD: activators of alpha7 integrin expression for muscular dystrophy | alpha7betagal myoblasts, beta-gal FDG fluorescence, 48 h | Potency, µM (top dose mostly 38.3 µM), for inactives: at the highest dose activation, hits mostly activators | 0.064% of 350,000 active;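 further: potency means the concentration at half of the fitted maximal effect; 100% = response of the positive control SU9516; nearly all actives have a fitted effect of over 60% in size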
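Alpha7betagal+/- myoblasts (passage 13) were plated 16-24 hr, then exposed to compounds (1:260 dilution of DMSO stock) for 48 hours at 37C. After MPER lysis, β-galactosidase reporter activity was read as FDG fluorescence (ex 480/em 540) after 30 minutes.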
FBPA coupling cs: counter-screen for Giardia aldolase inhibitors: coupling enzyme system | coupling enzyme system counterscreen, AmpLite Red fluorescence | activity change, negative = inhibition, % at 58.2 µM, hits read low | 0.67% of 290,000 active; in the data active means activity change below about -30%; further: on the % scale 0 is the no-effect control and ±100 the full control effect
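Counterscreen lacking aldolase: glyceraldehyde-3-phosphate coupling-enzyme reagent preincubated 10 min at RT with compound (at 57.5 uM final), then substrate/coupling system with AmpLite Red added; fluorescence read at 525/598 nm after 20 min RT.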
Giardia killer: kills Giardia lamblia; 0.15% of 340,000 active; activity change, % at 7.66 µM, hits read low; AID 540267; Giardia lamblia trophozoite viability; in the data active means activity change below about -80%; inconclusive means between about -30% and that limit;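 further: parasites exposed to compound for two days anaerobically before the ATP read; on the % scale 0 is the no-effect control and ±100 the full control effect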
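Giardia trophozoites, 100 cells per well, were exposed to compounds for 48 hrs at 37 deg C under anaerobic conditions; viability was then read as ATP content by bioluminescence after 15-30 min at room temperature.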
PKM2 act: PKM2 (human) enzyme activation. Potency, µM (series often up to 57.5 µM), inactives show top-dose activation, usual class: activators. purified PKM2, Kinase-Glo ATP luminescence, activation; response scale: 0% is enzyme alone, no compound. 0.34% of 260,000 active; further: potency means the concentration at half of the fitted maximal effect; on the % scale 0 is the no-effect control and ±100 the full control effect; nearly all actives have a fitted effect of over 55% in size
Target sequence (P14618 whole entry, looked up): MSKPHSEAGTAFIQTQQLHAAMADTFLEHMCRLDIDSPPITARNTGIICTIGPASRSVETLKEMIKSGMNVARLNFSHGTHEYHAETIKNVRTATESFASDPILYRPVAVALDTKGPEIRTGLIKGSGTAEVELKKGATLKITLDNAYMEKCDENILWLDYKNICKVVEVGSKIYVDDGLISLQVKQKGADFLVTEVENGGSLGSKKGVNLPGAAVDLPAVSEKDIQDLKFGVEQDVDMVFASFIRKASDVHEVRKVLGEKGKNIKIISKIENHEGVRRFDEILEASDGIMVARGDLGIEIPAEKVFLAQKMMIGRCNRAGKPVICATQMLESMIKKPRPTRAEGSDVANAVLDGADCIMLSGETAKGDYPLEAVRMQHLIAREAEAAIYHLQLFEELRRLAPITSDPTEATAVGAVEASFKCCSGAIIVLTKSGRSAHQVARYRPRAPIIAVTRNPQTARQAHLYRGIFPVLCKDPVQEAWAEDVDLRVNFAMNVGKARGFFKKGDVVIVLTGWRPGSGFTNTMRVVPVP
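Purified hPK-M2 (>95% pure) converted ADP (0.1 mM final) to ATP with 0.5 mM PEP in 50 mM imidazole pH7.2, KCl, MgCl2, Tween 20, BSA; 1 h at room temperature. ATP detected by Kinase-Glo luminescence.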
ASM inhibitor: human S-ASM enzyme inhibition | P17405 | 0.006% of 340,000 active | Potency, µM (top dose mostly 57.5 µM), without a hit: at the highest dose activity change, negative = inhibition, most hits filed as inhibitors | placental ASM, HMU-PC fluorogenic substrate, 60 min; further: potency means the concentration at half of the fitted maximal effect
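Human placenta-derived ASM enzyme was preincubated with compound for 10 minutes at room temperature, then given fluorogenic substrate HMU-PC0 (9 uM final) for 60 minutes at 37 °C; a pH 10 stop preceded fluorescence reading at Ex 386/Em 447 nm.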
B2AR arrestin: beta2AR (human) beta-arrestin recruitment activity | Potency, µM (titrated, usually from 46.1 µM), without a hit: at the top dose activation, hits mostly activators | beta-arrestin recruitment to beta2AR, cell-based reporter | AID 492947 | 0.02% of 330,000 active;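 further: potency means the concentration at half of the fitted maximal effect; 0% = DMSO controls and full agonism = EC100 isoproterenol or metaproterenol; nearly all actives have a fitted effect of over 65% in size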
Target sequence (P07550 whole entry, looked up): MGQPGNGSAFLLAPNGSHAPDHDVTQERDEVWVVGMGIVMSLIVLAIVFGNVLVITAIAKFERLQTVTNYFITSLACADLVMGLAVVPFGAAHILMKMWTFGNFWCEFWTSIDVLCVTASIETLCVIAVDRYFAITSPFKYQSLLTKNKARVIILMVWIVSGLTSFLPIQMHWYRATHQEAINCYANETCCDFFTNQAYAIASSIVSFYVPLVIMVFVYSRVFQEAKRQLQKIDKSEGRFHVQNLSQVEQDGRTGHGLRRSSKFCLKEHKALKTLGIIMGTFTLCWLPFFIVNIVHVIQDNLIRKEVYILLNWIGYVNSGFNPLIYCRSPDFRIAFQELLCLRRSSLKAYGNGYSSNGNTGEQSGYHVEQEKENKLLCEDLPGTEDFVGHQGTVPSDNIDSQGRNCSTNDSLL
PTAP TSG101 blk: blocks PTAP/TSG101 interaction to inhibit HIV-1 budding; Fluorescence polarization, FITC-PTAP peptide / Tsg101 binding; AID 493005; Q99816; 340,000 tested, under 10 active; Potency, µM (top dose mostly 115 µM), for the others: at the highest dose activity change, negative = inhibition, most hits filed as inhibitors; active means well fitted inhibition curve with a large enough effect in the main read-out, with a control signal flat, not every such curve was filed as active; inconclusive means small, poorly fitted or top-dose-only effect, or effect the other way, or a change in a side signal; inactive means no such curve, though single readings can be large or run the other way; further: potency means the concentration at half of the fitted maximal effect; % of control where 0% means no effect
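Fluorescence anisotropy tracks displacement of a FITC-tagged PTAP peptide (50 nM) from the Tsg101 binding domain (10 uM), following a 20 min room-temperature incubation at pH 7.5.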
Menin-MLL TR inh: inhibitors of human menin-MLL interaction, mutant MLL peptide; Potency, µM (doses to about 61.6 µM), for inactives: at the top dose FP activity change, negative = inhibition, usual class: inhibitors; 0.23% of 270,000 active; Menin + Texas Red MLL mutant peptide, fluorescence polarization; O00255; active means well fitted inhibition curve with a large enough effect in the polarisation, with a control signal flat, not every such curve was filed as active; inconclusive means small, poorly fitted or top-dose-only effect, or effect the other way, or a change in a side signal; inactive means no such curve, though single readings can be large or run the other way; the % refers to the polarisation; further: potency means the concentration at half of the fitted maximal effect; % of control where 0% means no effect; many of its hits are not listed in these tables
Chronic BCR inh: inhibitors of chronic active B-cell receptor signaling | Potency, µM (doses to about 46.1 µM), without a hit: at the highest dose ratio change, negative = lower green/red ratio, most hits filed as inhibitors | 0.05% of 340,000 active | AID 493014 | ABC-DLBCL IkBa-CBG/CBR reporter, luminescence ratio, 4 h; active means well fitted inhibition curve with a large enough effect in the signal ratio, with a control signal flat, not every such curve was filed as active; inconclusive means small, poorly fitted or top-dose-only effect, or effect the other way, or a change in a side signal; the % refers to the signal ratio;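 further: potency means the concentration at half of the fitted maximal effect; plate controls were basal doxycycline-induced cells for no effect and cells given 10 µM MG132 for full effect; MG132 reads +100%, hits lower the ratio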
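Cell line TMD8 (human ABC DLBCL), stably expressing tet-inducible CBG68-IkBa fusion and CBR; IMDM/0.5% FBS; cpd up to 46 uM; dox induction, 4 h, 37C/5% CO2; dual luminescence; green/red ratio; MG132 control.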
GALK inhibitor: blocks human galactokinase activity. P51570. Purified GALK, Kinase-Glo residual ATP luminescence. Potency, µM (series often up to 57.5 µM), without a hit: at the top dose activity change, negative = inhibition, actives largely listed as inhibitors. 0.007% of 270,000 active. AID 1868; further: potency means the concentration at half of the fitted maximal effect; on the % scale 0 is the no-effect control and ±100 the full control effect
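GALK at 5 nM final was combined with compound, 35 uM ATP and 100 uM galactose in HEPES pH8.0 with MgCl2 and DTT. The reaction ran one hour at room temperature before luminescent ATP detection.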
* marks the source's active call; other numbers are inactive results; ? = inconclusive; . = no result given; [ ] = dose if it differs, or a comment. Unless noted, the call rests on the fitted dose curve; in most records, active means well fitted curve in the direction sought with a large enough effect; inconclusive means small, poorly fitted or top-dose-only effect, or another doubt; inactive means no such curve, though single readings can be large; an effect the other way counts as inactive or inconclusive. Not all compounds are listed, so the mix of outcomes need not match the whole.

SMILES | Tb PFK inh | Integrin act MD | FBPA coupling cs | Giardia killer | PKM2 act | ASM inhibitor | B2AR arrestin | PTAP TSG101 blk | Menin-MLL TR inh | Chronic BCR inh | GALK inhibitor
O=C(N/N=C/c1ccc(O)cc1)c1ccc(COc2cc(Cl)ccc2Cl)o1 | -1% | -11% | -4 | 10 | 15% | -9% | -1.1% | 2% | ? | ? | .
O=C(CSc1nnnn1-c1ccccc1)N1CCc2ccccc21 | . | 1% | -2 | -7 | 2% | -1% | . | -3% | -20% | . | -4%
CS(=O)(=O)N1N=C(c2ccc3nccnc3c2)CC1c1ccccc1 (stereo not given) | 7%[0.46 µM] | -5% | -13 | -15 | 1% | -4% | 0.2% | -1% | ? | 4% | -1%
Cn1nccc1NC(=O)Nc1ccc(Cl)cc1 | -24% | 6% | -6 | -27 | -17% | 5% | -0.9% | -2% | . | 9% | .
CC(OC(=O)CCN=C1NS(=O)(=O)c2ccccc21)C(=O)N(C)c1ccccc1 (stereo not given) | -4% | 14% | . | -10 | . | 0% | 0.0% | -2% | . | 1% | .
CN(C(=O)COc1cc(C(F)(F)F)nn1C)c1ccccc1 | 0% | 0% | 3 | -12 | -5% | -1% | 0.0% | -3% | -3% | -2% | -2%
CSc1nc(N)nc2c1ncn2CC(=O)NCCNc1ccc([N+](=O)[O-])cn1 | 0% | 20% | . | 5 | . | -3% | -0.7% | -3% | . | 1% | .
O=C(Nc1ccc(F)cc1)c1cccc(NC(=O)C2C3CC4OC(=O)C2C4C3)c1 (stereo not given) | 1% | 6% | 1 | 9 | 0% | 0% | -0.3% | -1% | 6% | ? | 1%
CN(CC(=O)Nc1c(Cl)cccc1Cl)C(=O)Cc1cccs1 | 0% | -23% | . | -3 | . | 5% | -2.2% | 0% | . | 0% | .
COc1ccc(C2CC(c3cccs3)=NN2c2nc(-c3ccccc3)cs2)cc1OC (stereo not given) | 4% | -22% | 1 | -8 | 4% | 102%[activator] | -0.1% | -2% | ? | 5% | 1%
CCOC(=O)N/N=C\c1ccc(-c2cccc(C(F)(F)F)c2)o1 | -1% | 2% | 0 | -10 | 10% | 4% | -0.7% | -3% | 5% | -5% | 2%
CC(C)CCNC(=O)CN(Cc1ccccc1)C(=O)CCC(=O)Nc1ccccn1 | -4% | 1% | 4 | ? | 4% | -1% | -0.9% | -8% | -2% | 4% | 13%
N#Cc1cc2cc3c(cc2nc1SCC(=O)OC1CCCCC1)OCO3 | 0% | -20% | 1 | 3 | -2% | 14% | 0.1% | 0% | -10% | 0% | 3%
Cc1ccc(NC(=S)Nc2ccc(F)cc2)cc1C | -4% | 1% | 0 | 14 | 0% | -5% | 0.2% | -5% | 18% | -5% | 0%
CC(=O)NNc1nc(-c2ccccc2)c2cc(Br)ccc2n1 | -9% | -13% | 1 | 1 | 5% | 0% | 0.0% | -7% | 10% | 2% | 1%
C[C@H](CO)N1C[C@H](C)[C@@H](CN(C)Cc2ccc(C(=O)O)cc2)Oc2ccc(NC(=O)Cn3cnnn3)cc2C1=O | -4% | 31% | . | -24 | . | 0% | -0.3% | -5% | . | ? | .
C=C(Br)Cn1cnc2ccccc21 | -9% | 9% | 0 | -4 | -2% | 5% | -0.4% | -1% | -15% | -8% | 4%
Cc1ccc(S(=O)(=O)N(C)C)cc1NC(=O)CSc1nc2ccccc2c(=O)n1CC1CCCO1 (stereo not given) | -9% | -8% | . | 9 | 25% | -3% | -0.3% | -5% | . | -10% | 0%
O=C(O)C1C2CCC(O2)C1C(=O)NCCC1=CCCCC1 (stereo not given) | -4% | -24% | -1 | 0 | -4% | 0% | -0.1% | -2% | -8% | 3% | 3%
O=C(NCc1ccncc1)c1ccc(N2CCCC2)c([N+](=O)[O-])c1 | 8% | -20% | -10 | -20 | 4% | 0% | 0.6% | -5% | -10% | ? | -1%
Cc1ccsc1C(=O)c1sccc1C | 3% | 11% | 1 | 79[activator] | -1% | 6% | -0.3% | 0% | -10% | 2% | 1%
Cc1cccc(OCCn2nnc3ccccc32)c1C | 2% | -15% | 2 | 19 | 2% | 4% | 0.5% | -9% | -10% | ? | -8%
O=C(CN1CCN(c2ccccc2F)CC1)c1c[nH]c2ccc(F)cc12 | -4% | 2% | 3 | 10 | -1% | 3% | -0.6% | -3% | 11% | ? | 1%
CCCCN1C(=O)c2ccc(C(=O)NCCN3C(=O)S/C(=C\c4cccnc4)C3=O)cc2C1=O | 1% | 2% | 9 | -28 | -8% | -2% | -1.6% | 0% | 18% | 0% | 3%
[O-]C1=N/[N+](=C/c2ccccc2Cl)CC1 | 1% | 7% | 5 | -14 | -2% | -3% | 0.1% | 0% | 14% | 1% | 0%
COc1ccc([C@@H]2[C@@H]3C(=O)N(C(C)(C)C)C(=O)[C@@H]3[C@]3(Cc4ccccc4)C(=O)N(c4ccc(C(F)(F)F)cc4)C(=O)N23)cc1 | -9% | 11% | -2 | 19 | -3% | 0% | -0.8% | -7% | 32%[activator] | ? | .
COC(=O)c1cc(-c2ccc(C)cc2)n[nH]1 | -3% | 19% | -2 | -27 | -5% | -1% | -0.6% | -2% | -16% | ? | 3%
O=C(CSc1nnc(-c2ccco2)o1)c1ccc(F)c(F)c1 | -3% | -22% | 4 | -8 | -1% | -1% | -0.2% | 0% | -22% | 1% | 0%
Cc1[nH]nc2nc3c(c(OC(=O)c4ccccc4)c12)c(=O)n(C)c(=O)n3C | 0% | . | 3 | . | -5% | . | -0.8% | . | 2% | 4% | 2%
CCOC(=O)c1ccc(N(CC(=O)NCC2CCCO2)C(=O)CCC(=O)Nc2cc(C)on2)cc1 (stereo not given) | 0% | -22% | 3 | -6 | 8% | -1% | 0.5% | -8% | -4% | -9% | -8%
CC1CCN(C(=O)COC(=O)CCC(=O)c2cccs2)CC1 | 1% | 13% | . | 3 | . | 5% | -0.1% | -1% | . | 4% | .
CC1CC(OC(=O)C(O)c2ccccc2)CC(C)(C)N1C (stereo not given) | -1% | . | 1 | 0 | 1% | 19% | -0.8% | -2% | -18% | -2% | -2%
O=C(OCC(=O)N1CCN(c2ccccc2)CC1)c1ncc(Cl)c(Cl)c1Cl | -2% | -15% | . | -21 | . | -2% | 0.1% | -5% | . | -8% | .
CCCC(CCC)C(=O)Nc1c[nH]c(=O)[nH]c1=O | -6% | 10% | 0 | -3 | 1% | 3% | -0.2% | -12% | -3% | -9% | 0%
Nc1cc(N)nc(SCc2ccc(Cl)cc2)n1 | -10% | 11% | -4 | -12 | -1% | 3% | -0.1% | -1% | 33%[activator] | -1% | 0%
O=C(O)c1ccc(Cl)c(S(=O)(=O)N(Cc2ccccc2)c2ccc(Cl)cc2)c1 | 0% | 0% | 23 | 26 | . | 19% | -1.0% | -6% | ? | -1% | -5%
O=c1c2ccccc2nc2n1C1(CCCCC1)Cc1ccccc1-2 | 0% | 7% | 1 | 1 | 1% | -9% | -0.1% | -6% | -14% | ? | -2%
O=C(Nc1cccc(S(=O)(=O)Nc2ccccc2Cl)c1)c1ccc(Cl)nc1 | 0% | -14% | -2 | 7 | -4% | -5% | -2.1% | -1% | 9% | ? | 1%
N#Cc1ccccc1OCC(=O)NNC(=O)CCNC(=O)c1ccccc1 | 1% | 6% | . | 31[activator] | . | 2% | -0.2% | 1% | . | 1% | .
c1cncc(CNCc2ccco2)c1 | 5% | ? | 3 | 4 | . | -2% | -0.4% | 2% | -6% | ? | -1%
COc1ccc(C2CCCN2C(=S)Nc2cccc(Cl)c2)cc1OC (stereo not given) | -2% | -20% | -1 | -7 | 2% | -3% | 0.1% | -1% | ? | 6% | 0%
CCOC(=O)CN(C(=O)CSc1nnc(COc2ccc(OC)cc2)n1CC)c1ccccc1 | 2% | -3% | 3 | 1 | 1% | -1% | 0.4% | 2% | . | 1% | -1%
O=C(Nc1ccc(NC(=O)C2CCCCC2)nc1)c1cccs1 | 3% | 9% | 2 | -2 | 2% | -5% | 0.2% | -1% | 2% | -4% | 12%
CCOc1ccc(N(C)S(=O)(=O)c2cc(-c3cc(C)no3)ccc2C)cc1 | 5% | 0% | 0 | 26 | . | -15% | 0.0% | 0% | 20% | 13% | -6%
